Bioassay records deposited in PubChem by several laboratories.
INS promoter inh – TRM-6 insulin promoter activity inhibition. inhibition, % at 2 µM. TRM-6 cells (human fetal islet line), insulin promoter-eGFP reporter, imaging; reporter expression induced with tamoxifen. 130,000 compounds, 0.9% hits;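 active means inhibition above the mean plus 3 SD, with well images judged a real hit on visual review, cut at about 60% in these data, passing the limit was not always enough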
sdo1 growth – restores growth of sdo1-depleted yeast; S. cerevisiae sdo1-depleted JHY4D growth rescue, OD600 30 h; stronger effect = higher value; pdr5 snq2 efflux-pump mutant strain; z-score at 10 µM; 140,000 compounds, 0.21% hits; AID 817;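 active means z-score above 3 at both the 24 hr and the 30 hr optical density reads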;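 further: z-score against mean and SD of all compound wells on the same plate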
sdo1 growth Rescue 24 h – also measured in sdo1 growth; calls as there; z-score; S. cerevisiae sdo1-depleted JHY4D growth rescue, OD600; measured here: growth rescue at 24 h;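 0 is the plate mean of compound wells and units are plate SD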
* = called active by the depositor; i = inactive; / = not tested or not shown. Only part of the results is shown, so the mix of outcomes need not match the whole.

SMILES	INS promoter inh	sdo1 growth	sdo1 growth Rescue 24 h
O=C1NC(=O)N(c2ccc(Cl)cc2)C(=O)/C1=C\c1ccc(Sc2nc3ccccc3[nH]2)o1	-7	1.4	1.5
CC1(C)COC(Nc2ccc(Cl)cc2)=N1	-5	0.3	-0.62
Cc1cccc(CN2CCN(CC(=O)N3CCC4(CC3)OCCO4)C2=O)c1	39	0.98	0.69
Cc1nc2cc([N+](=O)[O-])ccc2c(=O)n1-c1ccccc1[N+](=O)[O-]	28	/	/
O=C(O)c1cc2ccccc2oc1=O	/	1.4	0.87
COCCCn1c(N)c(C(=O)OCCOC)c2nc3ccccc3nc21	/	-0.72	-1.5
CCN(CC)C(=O)c1ccc(NC(=O)CCCSc2ccccc2)cc1	-42	/	/
COc1ccc(O)c(C(C)(C)C)c1	7	/	/
CCOC(=O)CC1=C(C(=O)OCC)C2(C(=O)Nc3ccccc32)C(C#N)=C(N)O1 (centres undefined)	55	-0.06	-0.59
CCSP1(=S)N=C(N2CCOCC2)C(C#N)=C2CCCN21 (centres undefined)	9	0.72	0.39
Cc1nc2ccc(Cl)cc2c(-c2ccccc2)c1C(=O)O	/	-0.08	-0.68
CC(=O)c1c(C)n(CCCOC(C)C)c2ccc(O)cc12	-38	0.43	0.68
Cc1cc(OCc2nn[nH]n2)c2c3c(c(=O)oc2c1)CCC3	/	-0.28	-0.65
O=C(COC(=O)c1ccc(O)cc1)Nc1ccc(Cl)cc1C(=O)c1ccccc1	/	-1.7	-1.5
CC(O)(CS(=O)(=O)c1cccc(C(F)(F)F)c1)C(=O)Nc1ccc(C(F)(F)F)cc1 (centres undefined)	-12	-0.13	-0.64
COCCCn1c(N)c(C(=O)NCCC(C)C)c2nc3ccccc3nc21	-15	-2.1	-1.3
Cc1oc2ccc(OC(=O)N(C)C)cc2c1C(=O)OC(C)C	48	-1.3	-0.34
CCC12CN3CCN(CC(C3)/C1=N/NC(N)=O)C2	0	/	/
O=c1cc(C2CCNCC2)[nH][nH]1	/	-0.35	-1.2
O=c1[nH]c(=S)n(C2CC2)c(O)c1/C=N/Nc1ccccc1	-35	-0.07	-0.34
COP(=O)(OC)C(O)C(Cl)(Cl)Cl (centres undefined)	-81	-0.33	-1.3
CN1CCN(c2ccc(NC(=O)Oc3ccccc3)cc2)CC1	46	0.41	-0.27
COC(=O)C(O)(c1cn(C)c2ccccc12)C(F)(F)F (centres undefined)	11	-0.46	-0.67
CN1CCN(Cc2nnc3n2-c2ccc(Cl)cc2C(c2ccccc2)=NC3)CC1	-16	1.5	1.3
CC1CN(C)C(C)(C)CC1(O)c1ccccc1 (centres undefined)	/	-0.17	-1
CCC(C)n1c(O)c(/C=N/NC(=O)c2ccncc2)c(=O)[nH]c1=S (centres undefined)	0	0.46	-0.17
CN1CCN(Cc2cc(C(C)(C)C)c(O)c(C(C)(C)C)c2)CC1	-26	0.86	0.95
O=C(O)[C@H]1C[C@@H]1[C@H](NP(=O)(c1ccccc1)c1ccccc1)c1ccccc1	55	1.2	1.1
CN1C2CCC1/C(=C/c1ccccn1)C(=O)/C2=C\c1ccccn1	i	-1.2	1.1
COc1ccc(CCNCc2ccncc2)cc1OC	19	1.2	1.5
O=C(COc1ccc(Br)cc1)N1CCN(Cc2ccncc2)CC1	/	0.28	0.04
Cn1c(O)c(/C=N/c2ccccn2)c(=O)n(C)c1=O	12	1.3	2.3
OC1(c2cccnc2)CC2CCC(C1)N2Cc1nnnn1Cc1ccccc1 (centres undefined)	69	1.1	0.63
CCOc1ccc(NC(=O)C2C3c4ccccc4C(c4ccccc43)C2C(=O)O)cc1 (centres undefined)	50	/	/
O=C(NC[P+](=O)O)OCc1ccccc1	/	0.33	0.77
N#CC1=C(N)Oc2c(c(=O)oc3ccccc23)C1c1ccccc1OC(=O)c1cccs1 (centres undefined)	/	0.63	1.5
CCCCC12CNCC(C)(CNC1)C2=O	0	0.34	-0.59
Cc1cc(C=O)c(C)n1C1CCCCC1	69*	-0.01	-0.47
O=C(Cn1ncc2c3ccccc3n(Cc3ccc(F)cc3)c2c1=O)N1CCC2(CC1)OCCO2	-417	-1.6	-1.5
Cn1cccc1/C=C1\C(=O)NC(=O)N(Cc2ccccc2Cl)C1=O	19	/	/
Cc1cccc(OC(=O)N2CCOCC2)c1	-61	-0.22	-0.95
CN1CCN(c2ccc([N+](=O)[O-])c3cccnc23)CC1	/	-0.06	-0.83
Cc1ccc(S(=O)(=O)N(C)C/N=C(\N)N[N+](=O)[O-])cc1	45	/	/
C(#CCN1CCOCC1)COCc1ccccc1	/	1.4	-0.25
CCN(CC)CCCOC(=O)C(OC)(c1ccccc1)c1ccccc1	-27	-0.12	0
O=C1C2CCCN2C(c2cccc(Cl)c2)N1c1ccccn1 (centres undefined)	40	0.6	-0.1
O=C1NC(=S)N(c2ccc(Cl)cc2)C(=O)/C1=C/N1CCN(C(=O)c2ccco2)CC1	/	-0.08	-0.61
O=C(Cn1ncc2ccsc2c1=O)N1CCC2(CC1)OCCO2	/	1.3	1.1
O=C(Nc1ccccc1)N1CCC2(CC1)OCCO2	-11	/	/
COCCCN1Cc2ccccc2C1=N	-29	0.02	-0.16
CN(C)c1ccc(C=C(C#N)C#N)cc1	/	1.8	1.3
CCCCc1nc2ccccc2c(=O)n1-c1ccc(Cl)cc1[N+](=O)[O-]	7	-0.58	-0.8
COc1ccc(-c2nc(CSCC(=O)N3CCC4(CC3)OCCO4)c(C)o2)cc1OC	43	0.35	-0.06
Cc1cccc(N=Cc2c(O)n(-c3ccccc3C)c(=O)[nH]c2=O)c1	-26	-0.4	-0.72
O=C(NC(C(Cl)Cl)N1CCOCC1)c1ccccc1 (centres undefined)	-22	/	/
CN1OC[C@@H]2COc3ccc4ccccc4c3[C@@H]21	19	/	/
CCc1ccccc1NC(=O)CSc1nnc([C@@H](N)Cc2c[nH]c3ccccc23)o1	14	-0.45	-1.3
Cc1cc2c(s1)NC(=O)CN=C2c1cccs1	-46	0.75	1.4
O=c1c2ccccc2nc(/C=C/c2ccc3c(c2)OCO3)n1-c1cccc(O)c1	12	0.38	1.6
O=C(CCN1C(=O)COc2ccccc21)N1CCC2(CC1)OCCO2	/	0.55	0.14
Further structures:
SMILES	INS promoter inh	sdo1 growth	sdo1 growth Rescue 24 h
Cc1ccccc1CS(=O)(=O)Cc1ccc(C(=O)N2CCC3(CC2)OCCO3)o1	-62	0.42	-0.46
COC(=O)C(O)(c1ccc(NC(=O)NC2CCCCC2)cc1)C(F)(F)F (centres undefined)	0	0.18	0.05
CCOC(=O)C(=CNc1ccc(C(O)(C(=O)OCC)C(F)(F)F)cc1C)C(=O)OCC (centres undefined)	-33	-0.26	-0.42
O=C1NC(=O)C(=Cc2ccc(OCCOc3ccc([N+](=O)[O-])cc3)cc2)C(=O)N1	-7	/	/
CCOC(=O)C1(CCCc2ccccc2)CCN(C2CCCC2)CC1	-36	/	/
O=C(N/N=C1/CN2CCC1CC2)c1cccc(O)c1	/	1.2	0.66
O=C1CC(c2cccnc2)=NN1c1ccc(Cl)cc1Cl	40	/	/
Cc1c(C=C2C(=O)N(C)C(=O)N(C)C2=O)c(=O)n(-c2ccccc2)n1C	33	2.2	1.4
CS(=O)(=O)NCc1nnc2n1-c1ccc(Cl)cc1C(c1ccccc1)=NC2	-33	-0.8	-1.6
CCC(=Nc1ccc(OC)cc1OC)c1c(O)n(C)c(=O)n(C)c1=O	/	0.23	-0.15
N=c1c[n+](CC23CC4CC(CC(C4)C2)C3)[n-]o1	/	0.81	0.38
O=c1[nH]c(=S)[nH]c(O)c1C(c1ccccn1)c1c(O)[nH]c(=S)[nH]c1=O	-22	/	/
COC(=O)CC1=C(C(=O)OC)C2(C(=O)Nc3c(C)cccc32)C(C#N)=C(N)O1 (centres undefined)	/	-0.36	-0.02
c1cc2n(c1)-c1c(ccc3c1OCO3)CNC2c1ccc2c(c1)OCO2 (centres undefined)	/	0.17	-0.5
NC(=O)Nc1cccc(C(F)(F)F)c1	16	1.1	0.17
Cc1ccc(-c2nc3ccccc3c(=O)n2-c2cccc(O)c2)cc1	-60	/	/
CC1CN=C(NCc2ccc(F)cc2)S1 (centres undefined)	-7	/	/
O=C(Nc1ccc(Cl)cc1C(=O)c1ccccc1)c1ccccc1	41	-0.12	0.37
CN(C)C(=O)Nc1cccc(OC(=O)N(C)C)c1	34	1.6	2.1
CC1CN=C(NCc2ccncc2)S1 (centres undefined)	-12	0.18	-1.1
COc1ccc(OCC(=O)N2CCN(Cc3nc4cc([N+](=O)[O-])ccc4n3C)CC2)cc1	-233	-0.72	-1.2
COc1ccccc1Sc1ccccc1CC(C)N (centres undefined)	7	-0.1	-0.5
CCC(=NCCC1=CCCCC1)c1c(O)[nH]c(=O)[nH]c1=O	22	-1.1	-1.7
CCOC(=O)c1cc(CC)sc1/N=C/c1c(O)[nH]c(=S)[nH]c1=O	25	14*	6*
CCN(CC)CCCOC(=O)C(OC(C)C)(c1ccccc1)c1ccccc1	14	0.96	1.2
Cn1cccc1CNCCc1ccc(F)cc1	17	0.44	-0.15
CCN1CCN(C(=O)COc2ccc(S(=O)(=O)NC(C)C)cc2)CC1	-356	1.4	1.6
O=c1c2ccccc2nc(N2CCCC2)n1-c1ccc(Cl)cc1	/	-2.4	-1.6
CC1CC(NC(=O)C2C3CCC(O3)C2C(=O)O)CC(C)(C)C1 (centres undefined)	13	0.4	0.57
Cc1cc([P+](=O)O)c(C)n1-c1ccc(Br)cc1	/	-0.84	0.07
COCCOC(=O)c1c(N)n(Cc2ccccc2)c2nc3ccccc3nc12	/	-1.5	-2
CCOC(=O)C(O)(c1ccc(NC(=S)NC(=O)c2ccc(Cl)cc2Cl)c(C)c1)C(F)(F)F (centres undefined)	0	-0.54	-0.24
COc1ccc(CN2C(=O)CC(=O)NC2=O)cc1	/	0.05	-0.62
COc1ccc(Br)cc1CN1CCN(CCO)CC1	50	0.29	-0.13
CCCCn1c(O)c(C(C)=Nc2c(C)n(C)n(-c3ccccc3)c2=O)c(=O)[nH]c1=O	-44	1	0.26
CCOc1ccc(CC2C(=O)NC(=O)N(c3ccc(CC)cc3)C2=O)cc1 (centres undefined)	21	-0.63	-0.85
